Screening results deposited in PubChem by several laboratories.
LMP1 NFkB inh: reduces LMP1-driven NF-kappaB luciferase signal. LMP1-induced NF-kappaB luciferase reporter cells, luminescence. inhibition, % at 12.5 µM. 350,000 compounds, 0.69% hits. AID 504558; in the data active means inhibition above about 41%;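 further: 0% = neutral control wells and 100% = reference inhibitor control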
C8 TRAIL sens: sensitizes caspase-8 expressing cells to TRAIL; NB7+C8 cells + TRAIL, ATPlite viability luminescence; inhibition (viability loss, TRAIL sensitization), % at 10 µM; 360,000 compounds, 1% hits; AID 624354;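 active means compounds causing at least 50% loss of cell viability in the single-dose screen, relative to plate controls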
CF NFkB inh: inhibitors of cystic fibrosis induced NF-kB. KKLEB NF-kB-GFP reporter, PAF-induced, GFP fluorescence overnight. inhibition, % at 5 µM. 360,000 compounds, 0.86% hits. AID 588850;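 active means at least 50% inhibition at 5 µM, scaled per plate between neutral and stimulator controls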;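 further: PAF is a Pseudomonas aeruginosa culture filtrate used as stimulus; plate controls were PAF-stimulated DMSO wells for no effect and unstimulated DMSO wells for full effect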
NR2E3 ag-1: human photoreceptor-specific nuclear receptor agonism; Q9Y5X4; CHO-S Gal4-NCOR/VP16-NR2E3 two-hybrid, luciferase; inhibition of corepressor binding, % at 3.98 µM; 360,000 compounds, 0.35% hits; AID 602229;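 active means inhibition above the mean of all tested compounds plus 3 SD, cut at about 70% in these data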;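 further: 0% = DMSO with NR2E3 transfected cells and 100% = cells lacking NR2E3 construct; higher means lower luciferase signal from less NR2E3 corepressor binding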
Target sequence (Q9Y5X4 whole entry, looked up, the tested form may be a part): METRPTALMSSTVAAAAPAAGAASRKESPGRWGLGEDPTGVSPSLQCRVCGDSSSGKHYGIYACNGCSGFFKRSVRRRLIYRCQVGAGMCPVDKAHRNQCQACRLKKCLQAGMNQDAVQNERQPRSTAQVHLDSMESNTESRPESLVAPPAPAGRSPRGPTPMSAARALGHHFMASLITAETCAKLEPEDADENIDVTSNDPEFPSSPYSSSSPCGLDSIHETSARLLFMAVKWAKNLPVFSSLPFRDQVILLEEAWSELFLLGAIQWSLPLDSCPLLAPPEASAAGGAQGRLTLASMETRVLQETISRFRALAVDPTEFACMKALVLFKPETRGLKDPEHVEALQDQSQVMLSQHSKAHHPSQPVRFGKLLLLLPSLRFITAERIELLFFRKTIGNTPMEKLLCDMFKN
HIF-2a block: blocks HIF-2a reporter activity | AID 624352 | 786-0 RCC cells HIF-2a reporter, luciferase luminescence, overnight | inhibition, % at 18.8 µM | 360,000 compounds, 0.72% hits;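 active means inhibition of the luminescence signal of 40% or more relative to plate controls, in a single-dose primary screen at 18.75 µM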
NR2E3 ag-2: agonists of human nuclear receptor NR2E3. AID 2300. GST-NR2E3/biotin-RetCOR TR-FRET, 1536-well. inhibition of corepressor binding, % at 4.78 µM. 320,000 compounds, 0.12% hits;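 active means percent inhibition above the cutoff of mean plus 3 SD of all tested compounds, set per screening campaign, cut at about 20% in these data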;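 further: 0% = DMSO wells and 100% = biotin wells as full block of FRET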
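Test system – NR2E3–RetCOR corepressor complex · Quantity – NR2E3 fusion 1.35 nM · Buffer or medium – Tris pH 7.5 · Incubation – Compound–protein incubation for 5 h at 4 °C · Technique – TR-FRET, Eu(K)-anti-GST donor, streptavidin-D2 acceptor, ex 340, em 617/671 nm · Evaluation – percent inhibition of 671/617 nm emission ratio versus biotin and DMSO controls · Plate – 1536-well format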
Shn3 3UTR inh: inhibitors of Schnurri-3 3'UTR reporter in osteoblasts; inhibition, % at 12.5 µM; Clone20 osteoblast Shn3 3'UTR firefly luciferase, 24 h; 360,000 compounds, 0.52% hits;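 active means mean inhibition of at least 75% with every replicate also reaching 75%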;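 further: 0% = median of neutral control wells and 100% = pilot-screen positive control compound; some compounds past the cut are filed as inactive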
Peg3 prom inh: Peg3 promoter activity inhibition; HeLa PEG-Prom luciferase reporter, luminescence, overnight; inhibition, % at 20 µM; 360,000 compounds, 1.7% hits; AID 588405;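 active means inhibition of at least 50% at 20 µM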
KKLEB cytotox: counter-screen for CF NF-kB inhibitors: cytotoxicity | KKLEB CF airway cells viability, ATPlite luminescence, overnight; active compounds read low; cells stimulated with P. aeruginosa culture filtrate | activity change (cytotoxicity), % at 5 µM | 360,000 compounds, 0.36% hits;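 active means corrected activity change at or below -50% at 5 µM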
MITF TRPM1 inh: reduces MITF-dependent TRPM1 promoter luciferase signal; SK-MEL-5 TRPM1 promoter luciferase, 24 h; inhibition, % at 12.5 µM; 330,000 compounds, 0.83% hits; AID 488899;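 active means mean inhibition across replicates of 60% or more, whatever share of single replicates reaches that level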; further: values of inactives mirror those of a sister screen read the other way
iPSC survival up: hiPSC single-cell survival enhancement | survival enhancement, % at 20 µM | 360,000 compounds, 0.044% hits | ATPlite luminescence; 100% = ROCK inhibitor wells, 0% = DMSO; in the data active means survival enhancement above about 18%;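 further: cells exposed to compounds for 16 hours before the ATP read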
* hit, by the source's call. Some of the compounds tested, so the mix of outcomes need not match the whole.

What do the screens show for `Cc1ccc(NC(=O)COC(=O)C2CCN(c3ccc(C(F)(F)F)cn3)CC2)cc1`?
LMP1 NFkB inh: -9; C8 TRAIL sens: -1; CF NFkB inh: 18; NR2E3 ag-1: 7; HIF-2a block: -15; NR2E3 ag-2: 1; Shn3 3UTR inh: 0; Peg3 prom inh: -8; KKLEB cytotox: -4; MITF TRPM1 inh: -11; iPSC survival up: -1.6

Results for COc1cc(C(=O)NC(=S)N(CCc2ccccc2)CCc2ccccc2)cc(OC)c1OC ?
LMP1 NFkB inh: 26; C8 TRAIL sens: 29; CF NFkB inh: 14; NR2E3 ag-1: 27; HIF-2a block: 29; NR2E3 ag-2: 2; Shn3 3UTR inh: 60; Peg3 prom inh: 44; KKLEB cytotox: -13; MITF TRPM1 inh: 17; iPSC survival up: 0.0

Results for Cc1cccc(Cn2c(SCC(=O)Nc3ccccc3)nc3c2c(=O)[nH]c(=O)n3C)c1 ?
LMP1 NFkB inh: 1; C8 TRAIL sens: -7; CF NFkB inh: -3; NR2E3 ag-1: -44; HIF-2a block: 11; NR2E3 ag-2: 6; Shn3 3UTR inh: 0; Peg3 prom inh: 11; KKLEB cytotox: -6; iPSC survival up: -3.1

How did Cc1cccnc1NC(=O)C1COc2ccccc2O1 (stereo not given) do in these assays?
LMP1 NFkB inh: 1; C8 TRAIL sens: 5; CF NFkB inh: -17; NR2E3 ag-1: -40; HIF-2a block: -8; NR2E3 ag-2: -2; Shn3 3UTR inh: -3; Peg3 prom inh: -9; KKLEB cytotox: 6; MITF TRPM1 inh: 6; iPSC survival up: 1.1

How did CCOc1cc(C=O)c(Br)cc1OC1CCCC1 do in these assays?
LMP1 NFkB inh: -2; C8 TRAIL sens: 13; CF NFkB inh: -6; NR2E3 ag-1: 12; HIF-2a block: 9; NR2E3 ag-2: 15; Shn3 3UTR inh: 9; Peg3 prom inh: 21; KKLEB cytotox: -3; MITF TRPM1 inh: 0; iPSC survival up: 15

What do the screens show for `Cc1ccccc1OCC(=O)OCC(=O)c1cc(C)n(C2CC2)c1C`?
LMP1 NFkB inh: 5; C8 TRAIL sens: 1; CF NFkB inh: 22; NR2E3 ag-1: -33; HIF-2a block: -7; Shn3 3UTR inh: 6; Peg3 prom inh: -1; KKLEB cytotox: -1; MITF TRPM1 inh: -5; iPSC survival up: -0.1

How did O=C(c1ccco1)N1CCN(c2nc3ccccc3c(=O)n2-c2ccccc2)CC1 do in these assays?
LMP1 NFkB inh: 6; C8 TRAIL sens: -1; CF NFkB inh: 10; NR2E3 ag-1: -33; HIF-2a block: 11; NR2E3 ag-2: 3; Shn3 3UTR inh: 3; Peg3 prom inh: 18; KKLEB cytotox: -8; MITF TRPM1 inh: 12; iPSC survival up: 11

What do the screens show for `O=C(OCCN1C(=O)c2ccccc2C1=O)c1ccc(S(=O)(=O)N2CCCCCC2)cc1`?
LMP1 NFkB inh: 13; C8 TRAIL sens: 4; CF NFkB inh: 19; NR2E3 ag-1: -14; HIF-2a block: 19; NR2E3 ag-2: -2; Shn3 3UTR inh: -7; Peg3 prom inh: 3; KKLEB cytotox: -2; MITF TRPM1 inh: 10; iPSC survival up: -0.1

What do the screens show for `CCN(CC)C1CCCCC1NS(=O)(=O)c1ccc(Cl)cc1` (stereo not given)?
LMP1 NFkB inh: 52*; C8 TRAIL sens: -4; CF NFkB inh: -22; NR2E3 ag-1: -14; HIF-2a block: 9; NR2E3 ag-2: 0; Shn3 3UTR inh: 73; Peg3 prom inh: 3; KKLEB cytotox: 12; MITF TRPM1 inh: -12; iPSC survival up: -4.1

How did O=C(NC1CCN(Cc2ccccc2)CC1)c1cccc(S(=O)(=O)Nc2cc(C(F)(F)F)ccc2Cl)c1 do in these assays?
LMP1 NFkB inh: 4; C8 TRAIL sens: 8; CF NFkB inh: -13; NR2E3 ag-1: 4; HIF-2a block: 12; NR2E3 ag-2: 4; Shn3 3UTR inh: -18; Peg3 prom inh: 21; KKLEB cytotox: 3; MITF TRPM1 inh: -20; iPSC survival up: 1.5

What do the screens show for `COc1cc(C(=O)NNC(=O)C2CCCC2)cc(OC)c1OC`?
LMP1 NFkB inh: 11; C8 TRAIL sens: 4; CF NFkB inh: -7; NR2E3 ag-1: -14; HIF-2a block: 14; NR2E3 ag-2: 4; Shn3 3UTR inh: -1; Peg3 prom inh: 15; KKLEB cytotox: 2; MITF TRPM1 inh: 8; iPSC survival up: -0.7

How did CCOc1ccc(-c2[nH]ncc2Oc2ccccc2OC)c(O)c1 do in these assays?
LMP1 NFkB inh: -4; C8 TRAIL sens: 8; CF NFkB inh: 2; NR2E3 ag-1: -17; HIF-2a block: -1; NR2E3 ag-2: 1; Shn3 3UTR inh: 0; Peg3 prom inh: 11; KKLEB cytotox: 0; MITF TRPM1 inh: 6; iPSC survival up: 1.3

How did CCOC(=O)C1C(C)=C(Nc2ccc(OC)cc2)C(=O)N1c1ccc(OC)cc1 (stereo not given) do in these assays?
LMP1 NFkB inh: -2; C8 TRAIL sens: 6; CF NFkB inh: 5; NR2E3 ag-1: -14; HIF-2a block: 4; NR2E3 ag-2: -3; Shn3 3UTR inh: -5; Peg3 prom inh: 4; KKLEB cytotox: 10; MITF TRPM1 inh: 6; iPSC survival up: -0.8

What do the screens show for `CC(O)c1nc2ccccc2n1CC(=O)Nc1ccc(F)cc1Cl` (stereo not given)?
LMP1 NFkB inh: -5; C8 TRAIL sens: 10; CF NFkB inh: -13; NR2E3 ag-1: 5; HIF-2a block: 5; NR2E3 ag-2: 2; Shn3 3UTR inh: -10; Peg3 prom inh: 9; KKLEB cytotox: 11; iPSC survival up: -0.8

How did C/C(CC(=O)Nc1ccc2c(c1)OCCO2)=N\NC(=O)c1ccccc1Cl do in these assays?
LMP1 NFkB inh: -4; C8 TRAIL sens: 6; CF NFkB inh: -20; NR2E3 ag-1: -64; HIF-2a block: -88; NR2E3 ag-2: -2; Shn3 3UTR inh: -23; Peg3 prom inh: -34; KKLEB cytotox: 10; MITF TRPM1 inh: -25; iPSC survival up: -0.1

How did O=C(O)CC(NNC(=O)c1ccccc1)C(=O)Nc1ccc([N+](=O)[O-])cc1 (stereo not given) do in these assays?
LMP1 NFkB inh: -1; C8 TRAIL sens: -14; CF NFkB inh: -6; NR2E3 ag-1: -21; HIF-2a block: 6; NR2E3 ag-2: 0; Shn3 3UTR inh: 2; Peg3 prom inh: -9; KKLEB cytotox: 0; MITF TRPM1 inh: 2; iPSC survival up: -0.8

Results for CCCCN1CC(=O)N2[C@H]3c4ccccc4OC[C@@H]3[C@H](C(=O)OCC)[C@]2(C)C1=O ?
LMP1 NFkB inh: -10; C8 TRAIL sens: -8; CF NFkB inh: -3; NR2E3 ag-1: -33; HIF-2a block: 11; Shn3 3UTR inh: 23; Peg3 prom inh: -2; KKLEB cytotox: -6; MITF TRPM1 inh: -8; iPSC survival up: -0.3

Results for COCCNC(=O)C1(C)C=CC2(CCCCC2)N1C(=O)c1ccccc1 (stereo not given) ?
LMP1 NFkB inh: -10; C8 TRAIL sens: -9; CF NFkB inh: 7; NR2E3 ag-1: -24; HIF-2a block: -30; NR2E3 ag-2: 1; Shn3 3UTR inh: 6; Peg3 prom inh: -14; KKLEB cytotox: 5; MITF TRPM1 inh: 6; iPSC survival up: -3.5

What do the screens show for `Cc1cc(OCC(=O)C(C)(C)C)c2c(C)c(C)c(=O)oc2c1`?
LMP1 NFkB inh: 7; C8 TRAIL sens: 15; CF NFkB inh: -34; NR2E3 ag-1: -3; HIF-2a block: 2; NR2E3 ag-2: 1; Shn3 3UTR inh: -3; Peg3 prom inh: 9; KKLEB cytotox: -7; MITF TRPM1 inh: -6; iPSC survival up: 13

How did Cn1c(=O)c2c(nc(SCC(=O)NC3CCCC3)n2C)n(C)c1=O do in these assays?
LMP1 NFkB inh: 6; C8 TRAIL sens: -12; CF NFkB inh: -4; NR2E3 ag-1: -20; HIF-2a block: 1; NR2E3 ag-2: -6; Shn3 3UTR inh: 8; Peg3 prom inh: 2; KKLEB cytotox: 2; MITF TRPM1 inh: -3; iPSC survival up: -0.3

How did COc1ccc([C@H]2CC(=O)C=C(c3cccc4c3sc3ccccc34)C2)cc1OC do in these assays?
LMP1 NFkB inh: 3; C8 TRAIL sens: 7; CF NFkB inh: 24; NR2E3 ag-1: 7; HIF-2a block: 3; NR2E3 ag-2: -1; Shn3 3UTR inh: 25; Peg3 prom inh: 15; KKLEB cytotox: -11; MITF TRPM1 inh: -1; iPSC survival up: 3.0

How did Cc1cccc(C2c3[nH]c4ccccc4c3CCN2C(=O)c2cc(CC(C)C)[nH]c(=O)n2)n1 (stereo not given) do in these assays?
LMP1 NFkB inh: -1; C8 TRAIL sens: -8; CF NFkB inh: 15; NR2E3 ag-1: -2; HIF-2a block: 14; NR2E3 ag-2: 2; Shn3 3UTR inh: -1; Peg3 prom inh: 11; KKLEB cytotox: 12; MITF TRPM1 inh: 11; iPSC survival up: 1.1

Results for O=c1oc2ccccc2cc1-c1nc2c(s1)CCCC2 ?
LMP1 NFkB inh: 32; C8 TRAIL sens: 63*; CF NFkB inh: -13; NR2E3 ag-1: -104; HIF-2a block: -72; NR2E3 ag-2: 1; Shn3 3UTR inh: 19; Peg3 prom inh: -40; KKLEB cytotox: -19; MITF TRPM1 inh: 16; iPSC survival up: -3.5

Results for O=C(CN1C(=O)NC2(CCCC2)C1=O)Nc1ccc(F)c([N+](=O)[O-])c1 ?
LMP1 NFkB inh: -7; C8 TRAIL sens: 14; CF NFkB inh: -2; NR2E3 ag-1: -33; HIF-2a block: 22; NR2E3 ag-2: 3; Shn3 3UTR inh: 7; Peg3 prom inh: -2; KKLEB cytotox: -15; MITF TRPM1 inh: -1; iPSC survival up: -0.6

Results for CCCc1cc(=O)[nH]c(SCC(=O)N2c3ccccc3CC2C)n1 (stereo not given) ?
LMP1 NFkB inh: 5; C8 TRAIL sens: -6; CF NFkB inh: -2; NR2E3 ag-1: -2; HIF-2a block: 10; Shn3 3UTR inh: -9; Peg3 prom inh: 1; KKLEB cytotox: 2; MITF TRPM1 inh: 10; iPSC survival up: -0.3

How did CC(=O)C1=NOC2C(=O)N(c3ccc(Cl)cc3)C(=O)C12 (stereo not given) do in these assays?
LMP1 NFkB inh: -3; C8 TRAIL sens: -22; CF NFkB inh: 8; NR2E3 ag-1: -3; HIF-2a block: 9; NR2E3 ag-2: -2; Shn3 3UTR inh: -42; Peg3 prom inh: -3; KKLEB cytotox: 6; MITF TRPM1 inh: -1; iPSC survival up: -0.3
